Assay outcomes: PubChem, National Center for Advancing Translational Sciences (NCATS)
G9a block: inhibitors of human histone lysine methyltransferase G9a; Potency, µM (titrated, usually from 102 µM), for the others: top-dose activity, negative = inhibition, most hits filed as inhibitors; G9a H3K9 monomethylation, AlphaScreen, 2 h; hit rate 8.8% among 350,000; Q96KQ7; note: % is set by controls: 0 for no effect and ±100 for the full control effect; nearly all actives have a fitted effect of over 75% in size
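Signal arises when biotinylated H3K9 peptide, once monomethylated, bridges streptavidin donor and antibody-captured acceptor beads. Enzyme at 20 nM was preincubated 15 min with test compounds; peptide 500 nM and SAM 20 uM then reacted for 2 h.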
JMJD2A Tudor: blocks the human JMJD2A Tudor domain; AlphaScreen JMJD2A-Tudor / H3K4me3 peptide binding; O75164; Potency, µM (highest dose often 114 µM), without a hit: at the highest dose activity change, negative = inhibition, most hits filed as inhibitors; AID 504339; hit rate 4.4% among 390,000; note: % is set by controls: 0 for no effect and ±100 for the full control effect; nearly all actives have a fitted effect of over 50% in size
Target sequence (O75164 whole entry, looked up, the tested form may be a part): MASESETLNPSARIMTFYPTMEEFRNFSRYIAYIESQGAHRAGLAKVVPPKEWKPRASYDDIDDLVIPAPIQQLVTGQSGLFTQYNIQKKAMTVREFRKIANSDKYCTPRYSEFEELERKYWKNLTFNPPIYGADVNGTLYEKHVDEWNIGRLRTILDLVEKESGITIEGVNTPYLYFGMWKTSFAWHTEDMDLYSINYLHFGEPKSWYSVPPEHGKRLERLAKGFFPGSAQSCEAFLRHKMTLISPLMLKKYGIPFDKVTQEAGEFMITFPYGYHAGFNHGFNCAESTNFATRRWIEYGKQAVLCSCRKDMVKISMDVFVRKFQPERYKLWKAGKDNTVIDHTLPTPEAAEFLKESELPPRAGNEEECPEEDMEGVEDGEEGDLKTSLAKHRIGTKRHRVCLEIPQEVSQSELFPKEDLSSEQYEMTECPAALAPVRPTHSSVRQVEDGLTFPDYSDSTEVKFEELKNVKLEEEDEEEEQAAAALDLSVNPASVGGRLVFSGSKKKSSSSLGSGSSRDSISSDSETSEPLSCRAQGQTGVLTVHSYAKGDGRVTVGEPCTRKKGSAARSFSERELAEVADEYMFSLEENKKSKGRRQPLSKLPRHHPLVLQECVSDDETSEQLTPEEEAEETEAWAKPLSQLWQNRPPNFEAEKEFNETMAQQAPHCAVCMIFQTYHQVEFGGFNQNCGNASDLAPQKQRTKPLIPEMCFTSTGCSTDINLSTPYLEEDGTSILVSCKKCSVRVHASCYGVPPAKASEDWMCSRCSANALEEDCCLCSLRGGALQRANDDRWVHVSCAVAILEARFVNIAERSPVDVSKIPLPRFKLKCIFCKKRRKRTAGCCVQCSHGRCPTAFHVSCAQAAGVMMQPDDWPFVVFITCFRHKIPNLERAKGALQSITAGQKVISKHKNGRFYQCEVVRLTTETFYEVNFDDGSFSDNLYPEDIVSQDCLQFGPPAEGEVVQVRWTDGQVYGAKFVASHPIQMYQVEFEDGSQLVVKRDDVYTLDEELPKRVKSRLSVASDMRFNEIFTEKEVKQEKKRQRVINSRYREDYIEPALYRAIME
BAZ2B inh: inhibitors of human BAZ2B bromodomain | Q9UIF8 | AlphaScreen BAZ2B-H3K14Ac peptide displacement | Potency, µM (top dose mostly 114 µM), for the others: top-dose activity change, negative = inhibition, usual class: inhibitors | hit rate 4.4% among 360,000; note: % is set by controls: 0 for no effect and ±100 for the full control effect; nearly all actives have a fitted effect of over 60% in size
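Compounds, titrated to a top concentration of 110 uM, were incubated 30 min at room temperature with preformed BAZ2B/acetyl-K14 H3 peptide complex (50 nM each). Proximity signal was measured by AlphaScreen after 20 min with beads.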
Pin1 inhibitor: blocks the human prolyl isomerase Pin1; Q13526; Pin1 FP peptide displacement, HiFluor488, 10 min; Potency, µM (titrated, usually from 115 µM), for the others: top-dose activity, negative = inhibition, actives largely listed as inhibitors; hit rate 0.009% among 390,000; AID 504891; active = well fitted inhibition curve with a large enough effect in the polarisation, with a control signal flat, not every such curve was filed as active; inconclusive = small, poorly fitted or top-dose-only effect, or effect the other way, or a change in a side signal; inactive = no such curve, though single readings can be large or run the other way; the % refers to the polarisation; note: % is set by controls: 0 for no effect and ±100 for the full control effect
BLM helicase inh: Bloom syndrome helicase (human) inhibition; P54132; recombinant BLM DNA unwinding, fluorescence dequenching; Potency, µM (titrated, usually from 56.1 µM), without a hit: at the highest dose activity change, negative = inhibition, most hits filed as inhibitors; hit rate 0.2% among 350,000;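 note: plate controls were vehicle for no effect and no enzyme for full effect; nearly all actives have a fitted effect of over 35% in size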
POLI inh: inhibitors of human DNA polymerase iota. Q9UNA4. Pol iota fluorescent replication assay, 10 min. Potency, µM (series often up to 115 µM), inactives show at the highest dose activity, negative = inhibition, hits mostly inhibitors. hit rate 1% among 390,000. AID 588590
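Fluorescent replication assay read twice, at 0 min and 10 min after adding 50 nM (final) substrate. Enzyme (10 nM) and compounds were first incubated 15 min at room temperature; enzyme-free buffer wells were negative controls.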
Tb PGK inh: inhibitors of T. brucei phosphoglycerate kinase; Potency, µM (highest dose often 57.5 µM), for the others: at the highest dose activity change, negative = inhibition, hits mostly inhibitors; hit rate 0.043% among 380,000; PGK/GAPDH coupled, Kinase-Glo luminescence, 60 min; P07378; note: % is set by controls: 0 for no effect and ±100 for the full control effect; nearly all actives have a fitted effect of over 60% in size
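Luminescent ATP detection (Kinase-Glo Plus) follows a 60-minute room-temperature incubation, with wells lacking PGK as controls. Buffer: 100 mM TEA (pH 7.6), 5 mM MgCl2, 0.01% Tween-20. Coupling enzyme GAPDH (100 nM final) supplies unstable 1,3-BPG in-well.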
GLS inh: blocks human kidney-isoform glutaminase activity; Potency, µM (doses to about 45.5 µM), for inactives: at the top dose activity change, negative = inhibition, usual class: inhibitors; hit rate 0.21% among 410,000; GLS enzymatic activity, qHTS titration; note: % is set by controls: 0 for no effect and ±100 for the full control effect
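hKGA in 45 mM KH2PO4 (pH 8.2), 0.02% Tween-20 with compound, then 1mM L-Glutamine (stock as added) plus glutamate oxidase/HRP/Amplex red coupling mix. Fluorescence read initially and after 30 min at RT; signal change reflects glutamate formation.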
HP1b chromo inh: inhibitors of HP1-beta chromodomain binding to methylated histone tails; P83916; AlphaScreen HP1-beta / biotin-H3K9me3 peptide binding; Potency, µM (highest dose often 114 µM), without a hit: at the top dose activity change, negative = inhibition, actives largely listed as inhibitors; hit rate 0.56% among 390,000; AID 540317; note: nearly all actives have a fitted effect of over 70% in size; inactives centre near 23
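Compound inhibition of the preformed complex between 50 nM HP1-beta and 50 nM biotinylated H3K9me3 peptide was read by AlphaScreen. Buffer was PBS pH 7.4 with 0.01% Tween-20. Incubations ran 30 min at room temperature, with 10 ug/mL donor/acceptor beads.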
The depositor's hits bear a star; i = inactive; u = inconclusive; x = no result given; [ ] = remark or other dose. Unless noted, calls come from the whole dose curve; as a rule, active = well fitted curve in the direction sought with a large enough effect; inconclusive = small, poorly fitted or top-dose-only effect, or another doubt; inactive = no such curve, though single readings can be large; an effect the other way counts as inactive or inconclusive. Potency is the fitted concentration of half-maximal effect.

G9a block,JMJD2A Tudor,BAZ2B inh,Pin1 inhibitor,BLM helicase inh,POLI inh,Tb PGK inh,GLS inh,HP1b chromo inh,SMILES
-11%[59 µM],-34%,-31%,2%,-7%,-5%,-1%,7%,-2%,Cc1cc(N2CCOCC2)c2c(N)c(C)cc(C)c2n1
19%,11%,2%,7%,1%,18%,9%,7%,37%,O=C(c1cc2c(=O)n3ccccc3nc2s1)N1CCN(Cc2ccccc2)CC1
-21%,-7%,-30%,-1%,-2%,15%,12%,3%,17%,O=C(Nc1ccccc1Br)C1CCCN1S(=O)(=O)c1cccc2nsnc12 (stereo unspecified)
19%[2.33 µM],-10%,1%,-1%,0%,2%,-1%,-12%,29%,CCCCCn1c(=O)[nH]c2cc(C(=O)NCc3ccc4c(c3)OCO4)ccc2c1=O
u,-5%[11.4 µM],4%,5%,0%,70%[activator],6%,2%,-1%,O=S(=O)(c1ccc(-c2csc(-c3cccnc3)n2)cc1)N1CCOCC1
10%,-11%,8%,1%,1%,8%,-4%,3%,45%,C=CCOC(=O)C1=C(C)NC(SCC(N)=O)=C(C#N)C1c1cccs1 (stereo unspecified)
x,-8%,x,-5%,x,17%,7%,1%,26%,O=C(C[C@@H]1C/C=C\C[C@H](Cc2ccc(F)cc2)C(=O)OC[C@@H](c2ccccc2)NC1=O)NCCO
-2%[12.7 µM],-14%,47%[activator],-3%,3%,-20%,x,-5%,28%,CN(C)C(=O)N1CCN(C(=O)c2ccccc2Sc2ccccc2C#N)CC1

Record cards, as listed above.
CCCCCn1c(=O)[nH]c2cc(C(=O)NCc3ccc4c(c3)OCO4)ccc2c1=O across the screens: G9a block = 19%[2.33 µM]; JMJD2A Tudor = -10%; BAZ2B inh = 1%; Pin1 inhibitor = -1%; BLM helicase inh = 0%; POLI inh = 2%; Tb PGK inh = -1%; GLS inh = -12%; HP1b chromo inh = 29%
CN(C)C(=O)N1CCN(C(=O)c2ccccc2Sc2ccccc2C#N)CC1 across the screens: G9a block = -2%[12.7 µM]; JMJD2A Tudor = -14%; BAZ2B inh = 47%[activator]; Pin1 inhibitor = -3%; BLM helicase inh = 3%; POLI inh = -20%; Tb PGK inh = x; GLS inh = -5%; HP1b chromo inh = 28%

More compounds
G9a block,JMJD2A Tudor,BAZ2B inh,Pin1 inhibitor,BLM helicase inh,POLI inh,Tb PGK inh,GLS inh,HP1b chromo inh,SMILES
u,89µM*,-6%,-1%,4%,-6%,-7%,6%,19%,C=CCn1c(SCC(=O)Nc2nc(C)cs2)nnc1C(C)NC(=O)c1ccccc1Cl (stereo unspecified)
22%[12.7 µM],7%,9%,12%,x,30%[activator],-7%,1%,36%[activator],Nc1c(C(=O)CSc2n[nH]c(-c3ccccc3Br)n2)c(=O)[nH]c(=O)n1C1CC1
29%[59 µM],-12%,-9%,4%,1%,-7%,-6%,-22%,26%[57 µM],CCCCC(=O)NCc1nc2cccnc2n1Cc1ccc(OC)cc1
21%,-6%,6%,-2%,3%,1%,3%,4%,22%,CC(=C/c1ccccc1)/C=N/NC(=O)c1cnccn1
10%[59 µM],-12%,10%,-2%,4%,2%,-3%,3%,8%,COc1ccc(-n2c(SCC(=O)NCc3ccccc3)nc3n[nH]c(C)c3c2=N)cc1
-3%[12.7 µM],2%,-6%,-2%,-2%,1%,1%,15%,18%,Cc1ccccc1NC(=O)C1CCC(C)(C(=O)O)C1(C)C (stereo unspecified)
5%,-15%,-6%,0%,-2%,-2%,-2%,1%,16%,Nc1ncnc(N)c1N=Nc1ccccc1
-5%[0.501 µM],1%,2%,-1%,x,u,2%,2%,23%,COc1ccc(NC(=O)CN(C)C(=O)c2ccc3c(c2)NC(=O)CS3)cc1
14%,-13%,2%,-3%,-1%,30%[activator],x,1%,33%,Cc1cc(NC(=O)CSc2nnc3c(C)cc4cc(C)c(C)cc4n23)no1
5%[59 µM],-7%,-14%,u,6%,44%[activator],0%,6%,32%,CCCn1c(=N)c(C(=O)NCc2cccnc2)cc2c(=O)n3ccccc3nc21
u,-18%,-23%,-2%,-9%,-25%,-3%,-4%,25%,COc1ccc(CCNC(=O)c2cc(-c3ccccc3)c(N3CCOCC3)s2)c(OC)c1OC
-2%[59 µM],-3%,17%,-6%,2%,384%[activator],-2%,0%,13%,O=C(COC(=O)c1ccc(-c2cnc3ccccc3n2)cc1)c1ccccc1
4%[59 µM],5%,-2%,-3%,-3%,28%,-1%,-4%,31%,Brc1ccc2[nH]ncc2c1
-33%[59 µM],-26%,-34%,39%[activator],-3%,-19%,i,-2%,5%,CCc1ccc2oc(-c3cccc(NC(=O)c4ccc(N5CCC(C)CC5)c([N+](=O)[O-])c4)c3)nc2c1
69%[activator],-6%,7%,-2%,-3%,113%[activator],1%,-16%,29%,COc1ccccc1NC(=S)NCc1ccc(Cl)cc1
7.9µM*,79µM*,-10%,0%,-6%,27%,3%,0%,5%,O=C(CSc1cn[nH]n1)Nc1ccccc1C(=O)O
-2%[59 µM],-15%,2%,0%,5%,13%,-9%,16%,-4%,CCCN(CCC)CCNC(=O)Cn1cnc2sc(C)c(S(=O)(=O)N3CCN(c4ccccc4OC)CC3)c2c1=O
-3%,8%,8%,6%,-6%,-8%,1%,3%,59%[activator],O=C(Nc1cc(Cl)cc(Cl)c1)C(NCC1CCCO1)c1ccccc1 (stereo unspecified)
x,-13%,x,1%,x,33%[activator],-2%,3%,25%,NC(=O)C1=C[C@@H](C2CCCCC2)C[C@@H](OCc2ccc(CO)cc2)O1
-30%[59 µM],-17%,12%[57.1 µM],0%,-5%,13%,9%,-6%,17%,Cc1oc2ncn(CC(C)C)c(=O)c2c1C(=O)NCCCN1CCC(C)CC1
10µM*,32µM*,56µM*,-2%,1%,-3%,-8%,1%,u,COC(=O)c1ccc(OCCCCN(C)Cc2ccccc2)cc1
-39%,-22%,-8%,5%,x,6%,-1%,-1%,3%,CCCCOc1c(Cl)cc(C(=O)N2CCN(CC(=O)N3CCCC3)CC2)cc1OCC
-45%[12.7 µM],-28%,-2%,0%,-1%,11%,5%,14%,14%,O=C(CSc1nnc(CCc2nc3ccccc3[nH]2)n1-c1ccccc1)NCc1ccco1
0%[59 µM],-12%,2%,8%,2%,7%,i,19%,39%[activator],CCN(CC)CCNC(=O)C(=O)NCC(c1cccnc1)N1CCN(c2ccccc2)CC1 (stereo unspecified)
11%[12.7 µM],-11%,39%[activator],0%,-2%,30%,-9%,5%,1%,CC1CCN(C(=O)c2cc(-c3ccc4c(c3)OCO4)on2)CC1
-27%[59 µM],-17%,9%[57.1 µM],1%,2%,14%,i,1%,25%,CC(C)(C)OC(=O)N1CCC(c2c(C(=O)N3CCN(c4ncccn4)CC3)cnn2-c2ccc(F)cc2F)CC1
50µM*,-8%,u,4%,3%,-17%,-3%,0%,31%,C#CCOCCOCCOCCNc1nc(N2CCN(C(=O)Cn3cc(CC(C)O)nn3)CC2)nc(N2CCN(C(=O)[C@H]([C@@H](C)CC)n3cc(CCCN=C(N)N)nn3)CC2)n1 (stereo partly specified)
43%,-17%,-9%,-4%,-4%,-1%,-2%,-5%,5%,COc1ccc(NC(=O)COC(=O)C2CCC2)cc1Cl
18%,-14%,-6%,4%,-1%,11%,2%,18%,31%,Cc1ccc(NC(=O)CC2(CC(=O)O)CCCC2)c(C)c1
8.9µM*,-33%,40µM*,-3%,-20%,68%[activator],i,-3%,-2%,COc1ccc(C(C(=O)Nc2ccc(C(C)C)cc2)N(Cc2ccco2)C(=O)CC2NC(=O)NC2=O)cc1 (stereo unspecified)
12%[59 µM],-6%,-2%,-9%,-3%,27%,i,-2%,48%[activator],O=C(CCCCn1c(=O)c2ccccc2n(Cc2ccc(F)cc2Cl)c1=O)NCCc1ccc(Cl)cc1
-4%,u,-25%,1%,-9%,3%,-4%,1%,24%,Cc1ccc(S(=O)(=O)N2CCN(Cc3cc(C(C)(C)C)ccc3O)CC2)cc1
9%[59 µM],-17%,0%,-5%,-4%,-5%,-2%,33%[activator],22%,COc1ccc(CN2COc3ccc4c(-c5ccccc5)cc(=O)oc4c3C2)cc1OC
98%[activator],-9%,24%,2%,-10%,3%,-2%,-5%,38%,COc1cc(Nc2nc3ccc(Cl)cc3n3cnnc23)cc(OC)c1OC
9%,-12%,-25%,0%,-1%,4%,0%,1%,8%,COc1ccc(OC)c(CCNC(=O)Cn2cccc2C(=O)c2ccccc2)c1
-10%[59 µM],-18%,-6%,2%,x,7%,i,1%,40%[activator],CCOc1ccc(OCCC(=O)Nc2ccc3c(c2)OCO3)cc1
-9%,-12%,0%,1%,-4%,-4%,-9%,4%,1%,Cc1nnc(SCC(=O)Nc2ccc(N3CCN(S(C)(=O)=O)CC3)cc2)o1
16%[59 µM],-16%,11%,3%,x,11%,-3%,0%,26%,O=C(COC(=O)/C=C/c1ccc(Cl)c(Cl)c1)NC1CCS(=O)(=O)C1 (stereo unspecified)
-27%,-1%,-13%,-6%,1%,-3%,0%,-1%,27%,OC(CNCc1ccc(-c2ccccc2)cc1)c1ccccc1 (stereo unspecified)
x,-9%,x,-3%,x,-18%,i,-19%,33%,CC1CCCN1c1ccnc2cc(Cl)ccc12 (stereo unspecified)
-2%,-17%,-12%,-2%,0%,12%,-3%,9%,11%,C/C(=N/NC(=O)c1ccoc1C)C12CC3CC(CC(C3)C1)C2
8%[12.7 µM],-13%,-1%,-9%,2%,-7%,-2%,6%,20%,CC1CCN(S(=O)(=O)c2cccc(C(=O)O)c2)CC1
8%,1%,-1%,-7%,-3%,86%[activator],-9%,0%,26%,NC(=O)CNC(=O)c1ccc(Cl)cc1
-5%,5%,-6%,6%,-3%,66%[activator],i,0%,47%[activator],Cc1ccsc1/C=N\NC(=O)CCc1c(C)n[nH]c1C
8.9µM*,u,-4%,-5%,-3%,u,1%,-7%,u,CCOC(=O)c1c(N)sc2c1CCS(=O)(=O)C2

Not all compounds are listed (hit frequency here may not be typical).
